# Keap1-Nrf2 PPI – Keap1-Nrf2 (human) interaction inhibition; inhibition, % at 9.4 µM; Keap1 Kelch-Nrf2 peptide fluorescence polarization, 1536-well; AID 504523; actives 0.15% (n = 340,000); Q14145; in the data active = inhibition above about 12%;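 note: human Keap1 Kelch domain with fluorescein labeled Nrf2 9mer peptide probe; 0% = neutral control wells and 100% = peptide positive control; higher means more block of Keap1 binding to Nrf2 peptide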
# Target sequence (Q14145 whole entry, looked up, the tested form may be a part): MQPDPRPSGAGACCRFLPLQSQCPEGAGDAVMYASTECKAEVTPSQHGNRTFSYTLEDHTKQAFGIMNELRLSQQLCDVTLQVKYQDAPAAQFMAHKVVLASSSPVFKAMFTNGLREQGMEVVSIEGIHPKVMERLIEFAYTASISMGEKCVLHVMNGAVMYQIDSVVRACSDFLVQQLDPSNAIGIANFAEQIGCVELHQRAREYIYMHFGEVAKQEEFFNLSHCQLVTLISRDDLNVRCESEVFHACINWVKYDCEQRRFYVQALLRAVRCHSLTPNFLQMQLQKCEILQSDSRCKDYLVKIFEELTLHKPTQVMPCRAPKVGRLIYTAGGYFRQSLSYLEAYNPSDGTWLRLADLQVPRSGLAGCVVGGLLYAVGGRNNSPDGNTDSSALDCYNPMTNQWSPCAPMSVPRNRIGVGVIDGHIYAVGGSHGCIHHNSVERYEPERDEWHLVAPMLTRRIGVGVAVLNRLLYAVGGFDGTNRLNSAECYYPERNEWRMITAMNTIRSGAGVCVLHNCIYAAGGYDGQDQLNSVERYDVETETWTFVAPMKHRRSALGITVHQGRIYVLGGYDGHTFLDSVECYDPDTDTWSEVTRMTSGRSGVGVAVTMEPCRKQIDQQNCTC
# DAGLB inhibitor – diacylglycerol lipase beta (human) inhibition. AID 504411. HEK293T DAGLB membrane lysate, EnzChek fluorogenic substrate. actives 0.059% (n = 340,000). Q8NCG7. inhibition, % at 5.17 µM; in the data active = inhibition above about 34%;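 note: 0% = enzyme with vehicle and 100% = wells lacking enzyme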
# PKA-R2B act – activators of human PKA-R2B complex; PKA-R2B holoenzyme dissociation, Cy5-IP20 fluorescence polarization; R2B truncated from residue 108, S112A mutant; 0% DMSO only, 100% 113 µM cGMP; activation, % at 11.4 µM; actives 0.079% (n = 340,000); AID 504700;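 active = activation above a cutoff set at the mean over all compounds plus 3 SD, cut at about 18% in these data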;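 note: higher means more holoenzyme dissociation and a rise in polarization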
# LANA DNA inh – inhibitors of KSHV LANA C-terminal domain DNA binding. MBP-C-LANA/FAM-LBS DNA binding, fluorescence polarization. inhibition, % at 9 µM. actives 0.078% (n = 340,000);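 active = highest replicate inhibition at or above 60% at 9 µM, even if other replicates fall short; inactive = all replicates below 60% inhibition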;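 note: 0% = neutral control wells and 100% = 4 µM acridine orange control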
# SR-BI DiI-HDL act – SR-BI HDL lipid transfer activation; CHO ldlA[mSR-BI] cells, DiI-HDL uptake fluorescence, 3 h; 100 = double the neutral-control signal; activation, % at 12.5 µM; actives 0.096% (n = 320,000); AID 504775;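 active = mean replicate activation of at least 60% and every replicate at or above 60%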;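 note: 0% = median plate neutral-control signal and 100% = twice that signal; values of inactives mirror those of a sister screen read the other way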
#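 Material: SR-BI-overexpressing, LDLR-lacking CHO cells | Dosing: Single compound concentration, delivered by pin transfer | Probe or stimulus: Labelled HDL, 10 µg/mL | Signal: Bottom-read cell fluorescence after medium removal, ex 550/em 595 nm | Schedule: 3 h, 37 °C | Evaluation: HDL uptake via cellular fluorescence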
# Rtt109 HAT inh – inhibitors of Candida albicans Rtt109/Vps75 histone acetyltransferase | Q5AAJ8 | purified Rtt109/Vps75, ThioGlo CoA-SH fluorescence, 4 h | inhibition, % at 34.9 µM | actives 0.16% (n = 330,000) | AID 540336;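 active = inhibition of at least 50% in every replicate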
# Target sequence (Q5AAJ8 whole entry, looked up): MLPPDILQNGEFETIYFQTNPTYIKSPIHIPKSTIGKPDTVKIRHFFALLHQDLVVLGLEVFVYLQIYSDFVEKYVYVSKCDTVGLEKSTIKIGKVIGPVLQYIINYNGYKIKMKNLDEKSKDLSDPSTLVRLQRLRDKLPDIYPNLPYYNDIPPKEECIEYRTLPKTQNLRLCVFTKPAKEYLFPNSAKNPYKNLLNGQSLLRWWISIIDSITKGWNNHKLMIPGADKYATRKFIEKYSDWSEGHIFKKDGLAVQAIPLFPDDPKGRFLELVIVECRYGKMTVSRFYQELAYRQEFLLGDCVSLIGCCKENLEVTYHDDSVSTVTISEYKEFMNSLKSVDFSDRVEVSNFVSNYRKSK
# Cardiac RTF inh – cardiac RTF calcium desensitization | P19429+P45379 | AID 493244 | IANBD-labeled cardiac RTF, Ca2+ fluorescence | inhibition, % at 7.15 µM | actives 0.12% (n = 340,000);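 active = inhibition above the mean inhibition of all tested compounds plus 3 SD, cut at about 17% in these data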;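 note: assay run at fixed EC70 calcium of 1.6 mM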
# cardiac RTF act – cardiac RTF calcium sensitization. AID 493008. P19429+P45379. actives 0.24% (n = 340,000). IANBD-labeled TnC RTF fluorescence at EC20 calcium; 0% EC20 calcium, 100% full calcium. activation, % at 7.2 µM;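 active = activation above the mean over all tested compounds plus 3 SD, cut at about 30% in these data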;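 note: rise in fluorescence read as greater calcium sensitivity of cardiac thin filaments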
# CAL PDZ FP-1 – inhibitors of human CAL PDZ peptide binding; Q9HD26; purified CAL PDZ, TMR-peptide fluorescence polarization, 1 h; inhibition, % at 20 µM; actives 0.02% (n = 330,000); AID 504414;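 active = highest replicate inhibition of at least 40%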;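 note: plate controls were DMSO neutral control wells for no effect and unlabeled competitor peptide control wells for full effect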
#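 material = purified tagged CAL PDZ domain construct (CerCALP) | buffer or medium = sodium phosphate/NaCl buffer pH 7.4 with TCEP, IgG, Thesit | reagent = TMR-labelled reporter peptide T*-PRC34 bound in PDZ groove | incubation = 1 h room-temperature incubation prior to read | measured by = fluorescence polarization (mP) | evaluation = percent inhibition from loss of millipolarization | control set = unlabelled peptide and DMSO controls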
# CAL PDZ FP-2 – blocks peptide binding to the human CAL PDZ domain; actives 0.92% (n = 300,000); Q9HD26; purified CAL PDZ, TMR-peptide fluorescence polarization, 1 h; AID 602252; inhibition, % at 24.9 µM;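 active = mean inhibition of at least 30% with at least half of replicates also reaching 30%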;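 note: 0% = DMSO neutral control and 100% = excess unlabeled competitor peptide PRC23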
# An asterisk follows results filed as active; x = not tested or not shown. Outcome played no part in choosing rows; 1.6% or so of the library scored in one or more.
SMILES,Keap1-Nrf2 PPI,DAGLB inhibitor,PKA-R2B act,LANA DNA inh,SR-BI DiI-HDL act,Rtt109 HAT inh,Cardiac RTF inh,cardiac RTF act,CAL PDZ FP-1,CAL PDZ FP-2
O=C(NC(=S)Nc1ccc(N2CCCCC2)c(Cl)c1)c1ccc2c(c1)OCCO2,-8.4,-7.3,-15.3,0.3,-14.4,-10.9,-19.2,11.9,-0.5,3.2
O=C(CSc1nc2ccccc2c(=O)[nH]1)Nc1nc(-c2ccc(Br)cc2)cs1,-4.7,4.8,8.3,0.5,9.8,-2.9,3.5,-0.5,-0.9,-2.2
O=C1c2ccccc2C(=O)N1CCCOCc1c[nH]c(=O)[nH]c1=O,1.1,1.6,-3.4,0.7,x,1.6,-11.4,8.5,-0.5,-0.4
O=C(c1cc(-c2cccs2)on1)N1CCN(C(c2ccccc2)c2ccccc2)CC1,-6.7,-4.9,-13.1,-0.5,42.6,4.3,3.1,0.8,1.7,-4.8
Cc1ccccc1CC(=O)Nc1cccc(S(=O)(=O)N2CCCC2)c1,0.6,-3.9,3.8,-0.3,3.0,3.9,-10.0,-3.6,-0.4,-2.9
CCC(C)n1cnc2c(c1=O)c1nc3ccccc3nc1n2-c1ccc2c(c1)OCCO2 (stereo unspecified),-4.1,0.7,-3.4,-1.4,0.9,0.9,-3.4,3.1,-2.6,-22.1
CCOc1ccccc1NC(=O)C1CCCN(S(=O)(=O)c2ccc(-n3cnnn3)cc2)C1 (stereo unspecified),-2.0,-1.7,-1.4,1.5,x,-0.7,-4.5,-5.2,-1.0,-2.2
Cc1nn(-c2ccccc2)nc1C(=O)c1c(C)[nH]n(-c2ccccc2)c1=O,6.6,1.0,5.4,-0.7,21.0,-3.0,-0.7,2.0,-0.8,x
COc1cc(NC(=O)c2ccc3c(c2)OCCO3)ccc1NC(=O)c1ccccc1Cl,1.9,-0.6,2.0,0.7,-88.5,-3.3,-3.6,3.4,-2.1,-1.9
Cc1cccc(OCCC(=O)Nc2ccc(S(=O)(=O)N3CCCC3)cc2)c1,5.7,-12.4,-8.4,-2.1,-34.6,7.0,2.1,-2.1,-0.9,-1.4
Cc1ccc(C(=O)N/C(=C\c2ccco2)C(=O)N2CC(C)OC(C)C2)cc1C (stereo unspecified),-9.0,1.0,-6.3,1.4,x,15.6,-1.9,2.8,0.6,-5.4
Cn1cnnc1SCC(=O)c1ccc2c(c1)CCCC2,0.0,-1.0,-0.9,0.9,20.3,-2.4,-4.0,4.4,0.9,-0.5
COc1ccc2c(c1)OC[C@H]1[C@H]2N2C(=O)CN(CC3CCCO3)C(=O)[C@@]2(C)[C@H]1c1ccccc1 (stereo partly specified),5.1,-3.1,0.3,-0.4,-7.5,19.0,-1.6,9.9,-1.0,0.3
O=C(NCCN1CCOCC1)c1ccc(=O)oc1,-1.0,-1.2,10.4,1.4,4.8,-3.4,-2.6,2.9,-2.5,0.7
CCCCNC(=O)CCCCCn1c(=O)[nH]c2cc(C(=O)OC)ccc2c1=O,-6.2,-0.4,-12.9,0.3,-26.0,5.6,-3.0,2.5,-0.9,-3.7
C/C=C/C(=O)N1CC2(CC(c3cccc(NC(=O)/C(C)=C/C)c3)=NO2)C[C@H]1C(N)=O (stereo partly specified),-1.4,-2.8,-9.5,1.4,-3.7,-7.2,10.2,-2.2,-0.2,0.6
Cc1ccnc(N2C(=O)c3ccc([N+](=O)[O-])cc3C2=O)c1,1.1,-0.1,-1.8,5.3,-16.4,5.5,-0.2,-1.5,0.0,-3.0
O=C1CC(SC(=NCc2ccc3c(c2)OCO3)Nc2ccccc2)C(=O)N1c1ccccc1 (stereo unspecified),-2.7,-3.1,-5.8,0.6,-2.7,-3.2,5.5,4.0,-0.8,3.5
CCN(c1ccccc1)S(=O)(=O)c1ccc(Cl)c(NC(=O)CNCc2ccccc2OC)c1,2.2,-7.9,-10.0,-0.2,-34.7,1.9,-0.8,0.6,-0.3,x
COc1cccc(C(=O)Nn2cnnc2)c1OC,-2.7,-3.9,-5.6,1.1,15.2,-3.7,-6.9,-2.0,-0.4,-1.0
COc1cc(S(=O)(=O)N(C)Cc2ccc3c(c2)OCCO3)ccc1NC(C)=O,-3.3,-4.8,-5.6,-0.6,10.0,-7.3,-5.5,0.7,-0.4,-2.3
CCn1c2ccccc2c2cc(CNCc3ccc(OC)cc3OC)ccc21,-2.7,-0.3,2.9,0.2,-6.8,-1.5,2.4,4.8,-4.7,-11.4
CCC1(CC)NC(=O)N(CC(=O)OCC(=O)Nc2ccccc2[N+](=O)[O-])C1=O,-0.4,-0.4,-1.2,0.7,-5.4,-5.2,5.1,-0.5,-0.7,-0.9
COc1cccc(NC(=O)Nc2nnc(CC(=O)NCc3ccccc3)s2)c1,-3.4,1.7,-5.0,-0.3,x,-5.8,-5.0,-1.4,-4.0,-2.3
Cc1cccc(NC(=O)CN2CCc3cc4c(cc3C2)OCCCO4)c1,-4.1,3.1,-4.5,0.9,222.1*,-5.5,-6.8,0.4,-3.5,-5.5
CN(C)S(=O)(=O)c1ccc(C(=O)NCCOc2ccc(F)cc2)cc1,-3.1,-1.6,5.1,2.0,18.0,-4.1,-8.7,6.0,-1.1,1.2
CC1CCN(CC(O)CN2c3ccccc3Sc3ccccc32)CC1 (stereo unspecified),-2.4,-2.3,-2.6,-2.5,43.4,-6.0,-1.2,0.3,x,26.6
COc1cc(C2c3c([nH]c(=O)[nH]c3=O)Nc3ccc4ccccc4c32)ccc1O (stereo unspecified),1.5,3.9,-0.7,-1.1,2.6,-3.5,-2.6,-0.8,0.9,-1.0
COc1ccc(C(C#N)N2N=C(C)CC2(C)C)cc1 (stereo unspecified),-6.5,-0.8,-14.1,4.8,-7.6,-4.4,-2.3,-1.9,-0.4,-10.4
CCOC(=O)c1ccccc1NC(=O)Cn1cnc2c(cnn2-c2ccccc2)c1=O,1.3,6.3,-7.1,-0.4,0.2,-0.5,-16.1,1.4,0.0,-3.9
O=C(NNC(=O)c1ccccc1OCc1ccc(F)cc1)c1ccncc1,-4.5,2.1,1.6,1.0,14.9,4.9,-10.1,6.2,-3.1,-2.5
COC(=O)C1C(=O)c2c(C)noc2CC1(C)C (stereo unspecified),2.8,-2.5,-5.5,2.0,17.7,-6.3,-5.1,1.1,-6.6,-3.3
CCCc1nc2scc(-c3ccc(C)cc3)c2c(=O)n1N,-2.9,-3.5,2.4,0.8,-3.3,-1.8,0.5,5.8,-1.8,1.7
COc1ccc(CCNC(=O)c2ccc(CSc3ccccc3)o2)cc1,2.0,-5.8,-10.8,-0.5,17.8,2.5,-13.5,-1.2,-1.8,4.6
COc1ccc(C(=O)Cn2c(Br)nc3c2c(=O)n(C)c(=O)n3C)cc1OC,-3.5,1.4,-1.1,3.0,48.2,15.6,-6.2,1.2,-0.7,-3.6
O=C(Nc1nc2ccccc2c(=O)[nH]1)c1ccccc1SCc1ccccc1,-0.5,-0.7,16.4,-1.6,-1.0,-5.5,-1.6,-1.0,0.8,3.5
COc1cccc(NC(=O)C2CCC(CNS(=O)(=O)c3cccs3)CC2)c1 (stereo unspecified),-2.2,-4.0,-2.9,-0.2,-20.6,0.5,-2.8,4.2,-1.1,-1.3
CC(=O)c1ccc(NC(=S)NC(=O)/C=C/c2ccc(F)cc2)cc1,-4.6,0.3,-0.6,-1.2,-15.6,3.9,1.1,-4.1,-0.2,-5.8
O=[N+]([O-])c1ccc(-c2nnc3n2CCCCC3)cc1,3.0,-0.6,0.0,-1.4,-18.4,-5.7,-3.2,-1.3,0.0,6.0
Cc1ccc(CC(=O)Nc2ccc(S(=O)(=O)Nc3nccc(C)n3)cc2)cc1,-4.5,-0.7,-6.2,1.6,15.5,-0.7,-14.2,10.2,-0.6,-3.9
COCCn1c(C)cc(C(=O)CSc2ncn[nH]2)c1C,-5.6,2.6,-4.5,-0.4,20.2,18.6,-3.4,-6.2,0.1,-1.2
CC(C)(C)NC(=O)C1CC(=O)N(CCc2ccc(F)cc2)C1 (stereo unspecified),-4.3,1.9,0.8,1.4,-5.3,-9.5,5.2,-3.8,x,-3.2
O=C(N/N=C/c1ccco1)c1csc2c1CCCC2,-6.5,-1.8,0.3,6.8,3.5,-0.7,-0.2,5.4,-2.8,x
CCN(CC)C(=O)c1[nH]cnc1C(=O)Nc1ccc(Cl)cc1,4.2,-1.1,-8.0,-0.1,-20.0,3.1,-3.8,6.1,-0.2,-4.3
CC(C)C(C(=O)NC1CCCC1)N(CC1CCCO1)C(=O)CNS(=O)(=O)c1ccc(F)cc1 (stereo unspecified),0.4,0.3,-11.8,-1.0,x,-7.3,-9.7,-1.0,-0.7,-4.4
COc1ccc2nc(NC(=O)C3CCCN(S(=O)(=O)c4cccc5nonc45)C3)sc2c1 (stereo unspecified),-3.8,1.9,-6.8,-0.9,-54.9,6.1,-7.7,-8.3,0.0,x
CC(CCc1ccco1)NC(=O)CSc1cc(=O)n(C)c2ccccc12 (stereo unspecified),-8.1,-0.5,-13.4,2.5,x,-4.8,-14.5,1.1,-1.0,-0.5
C[C@H](CO)N1C[C@H](C)[C@@H](CN(C)S(C)(=O)=O)Oc2ccc(NC(=O)Cn3cnnn3)cc2C1=O,-3.0,-3.9,-1.5,-0.6,-1.8,-2.6,-7.4,8.2,-0.7,-2.5
CCOC(=O)N1CCN(S(=O)(=O)N2CCCC(C(=O)NCCCN3CCC(C)CC3)C2)CC1 (stereo unspecified),-0.9,-0.4,6.2,-0.5,17.1,5.9,-0.7,-2.2,-1.6,-1.7
Cc1nn(C)c(C)c1NC(=O)c1cc2nc(-c3ccco3)cc(C(F)(F)F)n2n1,1.9,-2.0,5.8,-0.5,-18.5,-10.2,-4.1,7.3,-1.6,1.1
OCCC1CN(Cc2cnc(-c3ccccc3)s2)CCN1C1CCCC1 (stereo unspecified),-0.2,-0.6,1.4,-1.0,1.9,6.9,-24.0,-6.5,0.5,-2.0

# Shown with values under each structure: part of the list above
# Sequence of screens – Keap1-Nrf2 PPI, DAGLB inhibitor, PKA-R2B act, LANA DNA inh, SR-BI DiI-HDL act, Rtt109 HAT inh, Cardiac RTF inh, cardiac RTF act, CAL PDZ FP-1, CAL PDZ FP-2
CC(C)(C)NC(=O)C1CC(=O)N(CCc2ccc(F)cc2)C1 (stereo unspecified)
 : -4.3, 1.9, 0.8, 1.4, -5.3, -9.5, 5.2, -3.8, x, -3.2
CC(=O)c1ccc(NC(=S)NC(=O)/C=C/c2ccc(F)cc2)cc1
 : -4.6, 0.3, -0.6, -1.2, -15.6, 3.9, 1.1, -4.1, -0.2, -5.8
O=C(N/N=C/c1ccco1)c1csc2c1CCCC2
 : -6.5, -1.8, 0.3, 6.8, 3.5, -0.7, -0.2, 5.4, -2.8, x
